GPR55 LPI antagonism = GPR55 antagonists blocking LPI-driven arrestin recruitment, primary screen, imaging, U2OS, beta-arrestin-GFP, LPI agonist (AID 2013). U2OS GPR55 beta-arrestin-GFP translocation imaging, LPI antagonism; higher % means a stronger effect. inhibition, % at 10 µM, or IC50 in µM where a hit was titrated. 290,000 tested, 0.13% active;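 active means spots per cell inhibited over 60%, with over 100 cells counted and total cytoplasm intensity under 500,000; inconclusive means wells with under 100 cells, flagged as likely toxic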;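 further: U2OS cells stably carrying GPR55 and arrestin-GFP stimulated by 5 µM LPI near EC80; imaged beta-arrestin-GFP aggregate spots per cell after agonist stimulation; plate controls were LPI-stimulated DMSO wells for no effect and DMSO wells without LPI for full effect; some results filed as inactive read as strong as hits; confirmed hits need IC50 under 10 µM and bright autofluorescent wells are also inconclusive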
GPR35 antagonists = inhibition of zaprinast-stimulated GPR35 beta-arrestin translocation – imaging, U2OS, beta-arrestin-GFP, zaprinast agonist, primary screen (AID 2058); 290,000 tested, 0.052% active; U2OS GPR35 beta-arrestin-GFP translocation imaging, zaprinast antagonism; higher % means a stronger effect; one-dose inhibition, % at 10 µM; IC50 in µM for titrated hits;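 active means inhibition of at least 50% with at least 30 cells and total cytoplasm GFP at most 10,000,000; inconclusive means under 30 cells or total GFP of 10,000,000 plus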
Yfh1-depleted yeast = mitochondrial function rescue without frataxin homolog – Friedreich's ataxia, plus single-dose screen, dose response (AID 1465); S. cerevisiae Yfh1-off respiration, WST-1 reduction, 72 h; higher fold induction means a stronger effect; fold induction at 50 µM, or EC50 in µM where a hit was titrated; 220,000 tested, 0.074% active;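 active means fold induction of absorbance versus untreated yeast above a set limit, then at least 30% activation at any dose in follow-up; inconclusive means repeats straddling the limit, or above it without dose testing; inactive means fold induction below the set limit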;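 further: activators that raise dye reduction in frataxin-depleted yeast; strong numbers were not always called active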
AID2073 = disruptors of CaV2.2 binding to Mint1 – biochemical, HTRF (AID 2073). HTRF protein-protein interaction, Mint1-CaV2.2; higher % means a stronger effect. inhibition, % at 20 µM; hits with a dose series show IC50 in µM. 290,000 tested, 0.19% active; in the data active means inhibition mostly above about 51%, no sharp cut-off; inconclusive means no clear call, values can overlap the other calls; inactive means mostly below about 53%; further: some results filed as inactive read as strong as hits
GPR55 activation = selective activators of receptor GPR55 – imaging, U2OS cells, beta-arrestin-GFP redistribution, primary screen (AID 1961); U2OS GPR55 beta-arrestin-GFP redistribution imaging; higher % means a stronger effect; activation, % at 10 µM, or EC50 in µM where a hit was titrated; 290,000 tested, 0.048% active;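 active means activation above 40% with more than 50 cells counted in the well; inconclusive means wells holding fewer than 50 cells, flagged as toxic or sparse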;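 further: U2OS osteosarcoma cells stably expressing GPR55 and beta-arrestin-GFP; plate controls were DMSO negative control for no effect and LPI positive control for full effect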
Dengue-2 NS5 capping = Dengue-2 NS5 methyltransferase inhibitors, primary screen, biochemical, confirmation dose response (AID 588689); Dengue-2 NS5 methyltransferase capping enzyme assay, biochemical; higher % means a stronger effect; one-dose inhibition, % at 25 µM; IC50 in µM for titrated hits; 340,000 tested, 0.3% active; in the data active means a potency from the dose series; inconclusive means inhibition above about 29% without an active follow-up result
Large T inhibition = SV40 large T antigen inhibitors, biochemical (AID 1903); SV40 large T antigen ATPase/helicase inhibition assay; higher % means a stronger effect; inhibition, % at 20 µM; hits with a dose series show IC50 in µM; 310,000 tested, 0.39% active; in the data active means a potency from the dose series; inconclusive means inhibition mostly from about 32% at the one dose, without a potency; inactive means the rest, 99 in 100 with inhibition below about 32%; further: strong numbers were not always called active
Rac1 GTP hydrolysis = MgcRacGAP GTPase-activating activity inhibitors, confirmation, biochemical, ADP Hunter fluorescence | 340,000 tested, 0.6% active | MgcRacGAP-stimulated Rac1 GTP hydrolysis, ADP Hunter fluorescence; higher % means a stronger effect; GST-tagged Rac1 F28L mutant substrate | inhibition, % at 30 µM; hits with a dose series show IC50 in µM | AID 624330;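 active means first-screen hits whose inhibition reached a set limit at any dose in the follow-up dose series; inconclusive means inhibition above the set first-screen limit but never retested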;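 further: fluorescence reports GDP produced by GAP-driven GTP hydrolysis; strong numbers were not always called active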
NTR1 ag = NTR1-driven beta-arrestin-GFP spot formation – imaging, U2OS cells, high content, primary screen (AID 493036). P30989. agonist mode. activation, % at 20 µM. 330,000 tested, 0.17% active;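 active means activation at or above 40% of the spot to cytoplasm intensity ratio, with at least 20 cells analyzed; inconclusive means wells under 20 cells, flagged as cytotoxic or low count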;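 further: 0% = DMSO without peptide and 100% = 100 nM NTR1 peptide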
Target sequence (P30989 whole entry, looked up): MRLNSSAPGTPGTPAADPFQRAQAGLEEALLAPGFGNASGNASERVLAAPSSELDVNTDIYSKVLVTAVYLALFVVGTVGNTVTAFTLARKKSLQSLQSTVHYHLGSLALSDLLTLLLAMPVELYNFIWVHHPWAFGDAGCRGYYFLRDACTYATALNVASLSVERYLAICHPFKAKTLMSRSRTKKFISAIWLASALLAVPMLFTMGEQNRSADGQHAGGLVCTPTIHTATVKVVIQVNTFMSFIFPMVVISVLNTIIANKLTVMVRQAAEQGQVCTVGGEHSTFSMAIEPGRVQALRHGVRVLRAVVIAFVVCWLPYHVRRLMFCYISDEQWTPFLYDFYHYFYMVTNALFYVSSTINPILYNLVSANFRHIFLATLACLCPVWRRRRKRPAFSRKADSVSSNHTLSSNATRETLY
NTR1 ag cell count 20 µM = recorded beside NTR1 ag, whose call it bears; cell count; measured here: cell count, cytotoxicity flag
* marks the source's active call; other numbers are inactive results; i = inactive; ? = inconclusive; . = no result given.

Below each compound – GPR55 LPI antagonism	GPR35 antagonists	Yfh1-depleted yeast	AID2073	GPR55 activation	Dengue-2 NS5 capping	Large T inhibition	Rac1 GTP hydrolysis	NTR1 ag	NTR1 ag cell count 20 µM
COc1ccccc1-c1n[nH]c(=S)n1-c1ccccc1
 : 5.6%	16.8%	i	31.7%	1.3%	0.8%	4.5%	9.4%	2.6	30
CCOC(=O)CSc1c(-c2ccccc2)c2cc(Cl)ccc2[nH]c1=O
 : 8.7%	8.4%	i	33.5%	0.6%	1.9%	10.9%	8.1%	6.1	63
COc1ccc(C(=O)N/C(=C\c2cn(C)c3ccccc23)C(=O)OCC(C)C)cc1
 : 3.9%	1.3%	.	-5.2%	0.1%	2.6%	13.5%	8.5%	3.5	52
Cc1ccc(S(=O)(=O)N/N=C/c2cc(Br)ccc2O)cc1
 : -0.9%	-8.4%	i	16.5%	-0.1%	7.6%	19.2%	0.5%	2.8	59
Cc1ccc(OCCCCN2CCC(C)CC2)cc1
 : 4.3%	-5.2%	.	10.3%	-0.1%	-1.3%	3.3%	29.6%	-1.9	36
CC1(C)S[C@@H]2[C@H](NC(=O)[C@H](N)c3ccc(O)cc3)C(=O)N2[C@H]1C(=O)O
 : 7.7%	4.5%	i	-3.2%	-0.1%	-5.9%	19.9%	6.7%	3.1	51
O=C(NCC1CCCO1)c1cccc(NC(=O)c2ccccc2)c1 (stereo unspecified)
 : 2.5%	-4.8%	.	-5.5%	-0.1%	-4.2%	-2.9%	4.5%	-0.6	61
N=C1C(c2ccccc2)=C(O)CN1NC(=O)c1ccccc1
 : 12.9%	0.8%	i	41.8%	0.5%	-8.0%	7.0%	8.6%	1.0	76
CC(NC(=O)c1cccs1)C(=O)NC1=NCCS1 (stereo unspecified)
 : 4.3%	4.2%	i	-0.6%	0.0%	-1.4%	10.8%	5.1%	0.6	43
CC(C)CN(C(=O)CCC(=O)OCc1ccc(Cl)cc1Cl)c1c(N)n(CC(C)C)c(=O)[nH]c1=O
 : .	.	.	.	.	0.0%	22.0%	4.7%	1.5	51
Cc1ccc(CNC(=O)c2cn(C)c(=O)c3c2c2ccccc2n3C)o1
 : 1.0%	-6.8%	i	-1.2%	-0.1%	-4.8%	17.7%	10.2%	0.7	80
COc1ccc(CN(C(=O)c2oc3cc(C)c(C)cc3c2C)C2CCS(=O)(=O)C2)cc1OC (stereo unspecified)
 : 12.8%	-12.2%	.	4.8%	0.0%	-4.5%	11.8%	4.7%	3.5	67
NC(=O)CSc1nnc(Cn2c(=O)sc3ccccc32)n1-c1ccccc1
 : 2.3%	-10.8%	i	8.7%	-0.1%	1.4%	0.7%	6.0%	-0.3	66
Cc1cc(S(=O)(=O)N2CCCOC2CNC(=O)C(=O)NCCCN2CCOCC2)ccc1F (stereo unspecified)
 : 10.4%	7.6%	.	-11.1%	0.3%	-4.6%	21.6%	3.8%	-0.2	65
COc1cc(NC(=O)C23CC4CC(C2)CC(n2cnc([N+](=O)[O-])n2)(C4)C3)cc(OC)c1
 : 7.0%	-6.2%	i	12.8%	-0.3%	0.0%	-1.1%	8.5%	-0.1	56
COc1ccc(NC(C)=O)cc1CNC(=O)CN1CCOCC1
 : -7.6%	3.2%	.	10.0%	-0.1%	-8.8%	29.6%	-0.3%	0.6	65
CCNC(=O)CSc1nnc(-c2cccc(S(=O)(=O)N(CC)CC)c2)n1CCc1ccccc1
 : 19.5%	-1.5%	i	34.8%	-0.2%	-6.8%	2.4%	3.3%	-0.1	63
CCOC(=O)c1[nH]c2cc(OC)c(OC)cc2c1NC(=O)C(C)N1CCN(Cc2ccccc2)CC1 (stereo unspecified)
 : 6.4%	-0.5%	i	11.1%	-0.1%	2.4%	4.2%	5.2%	0.8	55
COc1ccc2c(c1)OC1(C)CC2C(C(=O)c2ccccc2OC)C(=O)N1 (stereo unspecified)
 : 0.4%	2.9%	.	-2.1%	-0.2%	-4.9%	21.2%	4.8%	1.9	81
CC(C)c1ccc(NC2CCCN(C(=O)CCN3CCCC3=O)C2)cc1 (stereo unspecified)
 : 14.1%	-3.4%	.	7.7%	-0.1%	-0.7%	10.4%	6.8%	-0.5	58
COCCNC(=O)CCc1nnc(Cc2ccc(-c3ccccc3)cc2)o1
 : -11.2%	10.3%	i	0.7%	-0.2%	-5.3%	11.8%	11.5%	-0.5	53
COC(=O)c1[nH]c2cc(OC)ccc2c1NC(=O)c1ccc2c(c1)OCO2
 : -3.5%	-10.8%	i	7.8%	-0.1%	-7.8%	.	16.5%	-1.8	101
Cc1ccc(NC(=O)c2cccc(S(=O)(=O)N3CCCCC3)c2)cc1
 : -4.4%	-13.7%	.	1.9%	-0.1%	-8.3%	6.2%	5.0%	0.0	33
COCCNC(=O)c1cc2cc(Br)cc(OC)c2oc1=O
 : -0.1%	14.0%	i	6.3%	-0.1%	-4.9%	0.0%	2.8%	1.0	63
Cc1ccc(S(=O)(=O)NCC(=O)OCC(=O)c2c(N)n(C)c(=O)n(C)c2=O)cc1
 : 14.6%	1.7%	i	4.5%	-0.4%	7.2%	7.1%	1.5%	0.1	38
COc1ccc(-n2c(C)cc(/C=C3\SC(=S)N(Cc4ccco4)C3=O)c2C)cc1
 : 9.8%	6.1%	i	26.1%	0.0%	-32.0%	2.9%	5.8%	.	.
CCNC(=O)O/N=C(\C)c1sc(-c2ccccc2)nc1C
 : 8.0%	4.7%	i	22.8%	-0.1%	0.7%	7.9%	4.0%	0.0	48
Cc1ccc(-c2csc(N=C(N)N)n2)cc1
 : 12.6%	-1.3%	i	-3.6%	0.1%	-2.3%	8.3%	20.1%	1.6	56
Cc1ccc(N(CC(=O)Nc2cc(C)cc(C)c2)S(=O)(=O)c2cccc3nonc23)cc1
 : -15.3%	-4.6%	i	-1.2%	0.3%	-9.9%	0.8%	5.0%	0.9	57
CCC(CC)C(=O)Nc1c(C(=O)N2CCN(c3ccccc3)CC2)oc2ccccc12
 : 20.3%	9.9%	.	0.9%	0.9%	-6.2%	5.5%	8.1%	2.4	51
CC(C)(C)c1ccc(OCCC(=O)OCC(=O)NC(=O)NC2CCCC2)cc1
 : .	.	.	.	.	6.7%	1.7%	4.1%	9.1	66
COc1ccc(/C=C/C(O)=C(\C#N)c2nnc(N3CCOCC3)n2-c2ccccc2)cc1OC
 : -20.9%	6.3%	i	-1.9%	0.3%	-9.8%	2.5%	13.5%	4.2	55
CCCOc1ccc(C(=O)NC2CCSc3ccccc32)cc1 (stereo unspecified)
 : 7.6%	12.5%	.	17.8%	-0.2%	0.0%	-2.7%	3.0%	2.8	81
COc1ccc(CC(=O)Nc2c3c(nn2C(C)(C)C)CS(=O)(=O)C3)cc1OC
 : -4.8%	-9.0%	.	-11.7%	0.0%	4.0%	23.4%	1.2%	0.0	58
CCOC(=O)c1cc2c(nc1NC(=S)Nc1ccccc1)CC(C)(CC)OC2 (stereo unspecified)
 : 1.6%	-8.2%	i	-4.3%	0.1%	.	0.5%	4.4%	7.2	70
Cc1ccc(C(=O)CSc2cc(C)nc(SCC(=O)c3ccccc3)n2)cc1
 : -2.4%	-11.0%	i	-3.7%	0.1%	2.2%	0.4%	9.4%	2.9	48
N#Cc1c(Cl)cccc1-n1ccnc1
 : -3.4%	13.8%	i	7.9%	0.3%	-5.6%	0.9%	-2.2%	-1.0	51
Cn1c(=O)oc2cc(S(=O)(=O)NCCN3CCN(c4ccccc4)CC3)ccc21
 : 7.6%	-6.9%	i	-1.1%	-0.2%	-1.4%	2.4%	1.7%	-3.6	50
Cc1ccc(N(CC(=O)NCc2ccccc2)S(=O)(=O)c2c(C)noc2C)cc1
 : -1.9%	3.9%	.	2.3%	0.1%	5.5%	2.2%	-5.4%	0.7	67
N#Cc1c(Nc2ccccc2Cl)s[nH]c1=O
 : 2.1%	-1.4%	i	4.76µM*	1.0%	-11.6%	65.3%	?	17.0	45
CC1(C)C(Cl)C(=O)C(C(=O)c2ccccc2)C(=O)C1Cl (stereo unspecified)
 : -9.1%	11.7%	.	-1.2%	-0.2%	5.8%	-4.6%	9.3%	0.1	68
CCCc1ncc(C(O)c2cccc3ccccc23)n1C (stereo unspecified)
 : -0.4%	-18.3%	i	2.2%	0.4%	-3.9%	2.7%	4.6%	2.4	42
CCCCNC(=O)C1CC(=O)N(CCC(C)C)C1 (stereo unspecified)
 : 3.5%	4.7%	i	-1.9%	0.4%	-11.1%	4.9%	14.1%	-0.5	43
CCOCCCNC(=S)N1CCCN(c2nc3cc(C)c(C)cc3cc2C#N)CC1
 : 7.6%	-4.9%	i	46.0%	-0.1%	0.8%	8.8%	8.6%	1.3	37
Cc1ccc(S(=O)(=O)N2CCC(NC(=O)c3ccccc3)CC2)cc1
 : 4.6%	2.1%	i	-9.7%	-0.2%	-3.8%	-5.6%	5.3%	1.2	54
O=C(NC1CCc2ccccc21)c1cc(COc2ccc(F)cc2Cl)on1 (stereo unspecified)
 : -4.0%	-1.1%	i	-5.7%	-0.1%	2.3%	7.3%	4.1%	1.7	57
CSc1ccccc1-c1nnc(-c2ccc(Cl)cc2)o1
 : -5.0%	20.3%	i	1.0%	1.0%	-6.9%	-1.6%	3.2%	3.9	72
Cc1cc(C)nc(N/C(=N\S(=O)(=O)Cc2ccccc2)Nc2cccc(Cl)c2C)n1
 : -3.7%	27.7%	i	-2.6%	-0.1%	-6.2%	6.1%	4.9%	10.8	86
CCCC1=C(C(=O)OCC)C(c2c(C)nn(-c3ccccc3)c2Cl)C(C#N)=C(N)O1 (stereo unspecified)
 : -3.7%	-4.4%	i	32.0%	-0.2%	3.9%	4.6%	9.9%	5.5	24
O=C(Cc1cccs1)NCC1CCCO1 (stereo unspecified)
 : 11.6%	2.5%	i	4.0%	-0.3%	-1.4%	10.9%	4.5%	2.2	46
COc1ccccc1/C=C/CN1CCSCC1
 : -0.4%	4.6%	.	5.9%	-0.1%	-3.5%	11.9%	?	0.8	52
N=c1c2ccccc2nc2n1CCCCCCCCCCC2
 : .	.	.	.	.	-10.1%	16.3%	0.2%	6.1	45

Screening results as filed in PubChem BioAssay.
